# FBW7 act: activators of human E3 ligase FBW7 | Q969H0 | AlphaScreen FBW7–phospho-cyclin E peptide binding, activator screen | normalized activity (activation), % at 26.1 µM | 650,000 tested, 0.13% active | AID 1259310; in the data active = normalized activity above about 1.9%;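 also: purified mutant Fbw7 with reduced substrate affinity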
# GPR151 activ: human GPR151 activation; Q8TDV0; PathHunter beta-arrestin GPR151 cells, luminescence; activation, % at 11.2 µM; 650,000 tested, 1% active; in the data active = activation above about 4.9%;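 also: 0% = median of compound wells and 100% = cells with positive control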
# Target sequence (Q8TDV0 whole entry, looked up): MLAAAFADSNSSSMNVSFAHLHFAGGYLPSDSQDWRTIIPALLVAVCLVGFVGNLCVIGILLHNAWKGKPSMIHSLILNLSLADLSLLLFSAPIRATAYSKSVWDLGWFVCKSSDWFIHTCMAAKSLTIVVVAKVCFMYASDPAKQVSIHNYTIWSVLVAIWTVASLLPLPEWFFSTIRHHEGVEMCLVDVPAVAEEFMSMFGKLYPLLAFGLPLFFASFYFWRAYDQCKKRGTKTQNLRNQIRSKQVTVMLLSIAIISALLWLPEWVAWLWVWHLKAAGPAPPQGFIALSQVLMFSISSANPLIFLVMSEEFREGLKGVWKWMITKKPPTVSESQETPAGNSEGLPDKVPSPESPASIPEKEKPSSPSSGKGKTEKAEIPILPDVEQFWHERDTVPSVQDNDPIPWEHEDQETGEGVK
# MITF inh: human MITF inhibition, primary screen. O75030. AlphaScreen MITF homodimerization, bead proximity signal. inhibition, % at 2.6 µM. 650,000 tested, 0.91% active. AID 1259374; in the data active = inhibition above about 50%;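 also: 0% = vehicle wells with protein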
# Target sequence (O75030 whole entry, looked up): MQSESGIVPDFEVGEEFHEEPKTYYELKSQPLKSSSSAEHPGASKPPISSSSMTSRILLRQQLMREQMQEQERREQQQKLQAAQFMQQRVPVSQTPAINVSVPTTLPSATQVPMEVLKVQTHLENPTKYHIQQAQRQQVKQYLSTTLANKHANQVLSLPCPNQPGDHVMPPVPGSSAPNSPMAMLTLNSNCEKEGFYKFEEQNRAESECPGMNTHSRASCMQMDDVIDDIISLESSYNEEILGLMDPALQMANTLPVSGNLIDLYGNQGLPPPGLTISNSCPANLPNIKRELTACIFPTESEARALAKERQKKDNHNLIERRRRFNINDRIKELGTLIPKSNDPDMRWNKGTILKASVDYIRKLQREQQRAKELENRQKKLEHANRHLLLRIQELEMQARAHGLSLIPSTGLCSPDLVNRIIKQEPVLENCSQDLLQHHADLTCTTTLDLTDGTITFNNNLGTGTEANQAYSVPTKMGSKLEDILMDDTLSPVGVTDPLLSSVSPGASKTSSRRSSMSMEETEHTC
# TEAD-YAP inh: TEAD-YAP interaction inhibition. 640,000 tested, 1.4% active. inhibition, % at 9.12 µM. HEK-TIYL cells, TEAD-Gal4/YAP UAS-luciferase luminescence. AID 1259422; in the data active = inhibition above about 32%;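 also: 0% = median of test compound wells and 100% = reference inhibitor wells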
# Numbers without * were called inactive; & = joins results of further samples.
SMILES,FBW7 act,GPR151 activ,MITF inh,TEAD-YAP inh
CCN1CCCC1CNC(=O)c1cc2c(-c3cccc(OC)c3)nn(C)c2s1 (stereo not drawn),-0.4,1.5,11,9
O=C(Cn1nnc(-c2ccccc2Cl)n1)N/N=C/c1ccc2c(c1)OCO2,-0.1,0.6,10,0
Cc1ccc(C)c(N(C)S(=O)(=O)c2ccc3[nH]cc(C(=O)N4CCCCC4)c(=O)c3c2)c1,-0.2,-0.6,20,-5
CCOC(=O)c1ccc(NC(=O)c2ccc(C)cc2Cl)cc1,-0.1,-0.2,-4,-6
CC(=O)c1cccc(-c2cnc3c(NCCc4cccnc4)nccn23)c1,0.3,0.0,-12,0
CC1Sc2ccc(C#N)cc2N(Cc2ccc(F)cc2)C1=O (stereo not drawn),-0.1,0.1,50,2
COc1c(/C=N/NC(=O)Cc2nc3cc(C)c(C)cc3[nH]c2=O)cccc1[N+](=O)[O-],0.2,0.3,-4,2
COCCNC(=O)c1ccc2c(=O)n(Cc3ccc(Cl)cc3)c(SCc3ccc(C(C)(C)C)cc3)nc2c1,0.2,-2.1,-4,2
O=C(C1CC12CCN(CC1CC1)CC2)N1CCN(C/C=C/c2ccccc2)CC1 (stereo not drawn),0.0,-0.3,-10,-1
O=C(c1ccccc1Cl)N1CCN(c2ccc([N+](=O)[O-])c(N3CCCCC3)c2)CC1,-0.1,-0.3,7,11
O=C(O)/C=C\C(=O)N(Cc1ccccc1)Cc1ccccc1,0.0,1.4,-8,4
C/C(=N\Nc1ccccc1)c1nonc1C,-0.1,0.0,-1,1
CCOC(=O)c1c(-c2ccncc2)csc1N,0.0,0.2,-3,-1
Cc1cc(C)c(S(=O)(=O)NCCSC(C)(C)C)c(C)c1,0.0,3.7,9,-6
COCCNc1nc(CN2CCCC(C(=O)N3CCOCC3)C2)nc2ccc(Cl)cc12 (stereo not drawn),-0.1,-1.0,5,-3
CCc1ccc(OCCOCC(O)CN(CCO)CCO)cc1 (stereo not drawn),-0.1,1.8,1,-3
O=C(Cc1n[nH]c(=O)[nH]c1=O)N/N=C/c1cccs1,-0.1,1.1,15,0
O=C(COc1ccc(C(=O)c2ccccc2)cc1)Nc1nc2ccccc2[nH]1,-0.1,3.2,-11,7
C=CCNC(=O)c1cnn2c(C(F)(F)F)cc(-c3cccs3)nc12,0.3,-0.5,9,3
O=C(Oc1c(Br)cc(N(C(=O)c2ccccc2)S(=O)(=O)c2ccccc2)c2ccccc12)c1ccccc1,0.0,-0.6,12,1
O=C(NCCN1CCOCC1)c1cccc(Nc2ccc(-n3ccnc3)cc2)c1,0.2,-1.0,2,2
CC(=O)c1cccc(NC(=O)c2sc3ccccc3c2Cl)c1,-0.1,-2.0,17,-53
CC1CCCCN1CCNS(=O)(=O)c1ccc2c(c1)CCN2C(=O)C1CCC1 (stereo not drawn),-0.2,2.2,-6,7
COc1ccc(C2=NC3(CCCCC3)N(CC(=O)Nc3ccc(F)c(F)c3)C2=O)cc1,-0.1,-1.0,-10,-1
CS(=O)(=O)N1CCN(c2ccc([N+](=O)[O-])c(NCc3cccnc3)c2)CC1,-0.1,0.0,0,-1
SMILES,FBW7 act,GPR151 activ,MITF inh,TEAD-YAP inh
N#CC1=C(SCc2ccc(C#N)cc2)NC(=O)C(C#N)C12CCCCC2 (stereo not drawn),0.2,0.4,16,-7
COc1cc2ccccc2cc1C(=O)Nc1ccc2oc(-c3cccc(Cl)c3Cl)nc2c1,-0.1,-1.9,-5,-9
Cc1ccccc1NC(=O)c1cncc(Br)c1,0.3,-0.7,9,12
O=C(Nc1ccccc1C(=O)N1CCCCC1CCO)c1ccc(Cl)cc1Cl (stereo not drawn),0.0,-1.0,-6,-7
CCOC(=O)c1ccc(S(=O)(=O)Nc2ccc(N3CCCCC3)cc2)cc1,-0.4,1.2,0,-1
CN1CCN(C(=O)c2ccc(-c3nc(NCCO)c4ncn(Cc5ccc(C(F)(F)F)cc5)c4n3)cc2)CC1,-0.1,2.6,-6,3
COc1ccc(NC(=O)C(=O)NCCN2CCN(S(=O)(=O)c3ccc4ccccc4c3)CC2)cc1,0.0,0.2,8,-3
CC(NC(=O)c1cn(C)c2ccc(S(=O)(=O)N(C)C)cc2c1=O)c1ccccc1 (stereo not drawn),-0.1,-0.1,-3,-11
CC(Cc1ccsc1)NC(=O)CCN1Cc2cc(Cl)ccc2OC(C)C1 (stereo not drawn),0.1,1.4,6,4
COc1ccc(NS(=O)(=O)c2ccc(NN)c([N+](=O)[O-])c2)cc1,0.0,-0.6,1,-3
CCOc1cc([N+](=O)[O-])cc(C=Nc2cccc(NC(=O)c3ccco3)c2)c1O,0.6,-1.5,-5,-8
O=C(O)c1ccc(N2CCN(c3cccc(Cl)c3)CC2)c([N+](=O)[O-])c1,-0.4,0.1,1,-1
CC(C)N(C1=CC(=O)OC12CCCCC2)C(C)C,0.1,-0.5,11,-4
O=C(CSc1nc(NCc2ccc3c(c2)OCO3)c2ccccc2n1)c1ccccc1,0.0,0.0,5,5
COc1ccc2c(C=Nc3ccccc3)c(O)n(-c3ccccc3)c(=O)c2c1,0.2,-0.5,7,16
O=C(Nc1nnc(-c2ccc3c(c2)OCCO3)o1)c1cc([N+](=O)[O-])ccc1Cl,0.6,-2.9,-7,-1
CN(C)C(=O)c1ccc(Nc2cc(Nc3ccccc3C(N)=O)ccn2)cc1,0.6,-0.3,17,14
Cc1nonc1CN(C)C(=O)c1ccc(OC2CCN(Cc3ccccn3)CC2)cc1,0.1,-2.0,12,0
CCc1ccc(-n2ncc(C(=O)N3CCC4(CC3)OCCO4)c2-n2cccc2)cc1,0.1,-0.9,13,-10
CCC(=O)NC(=S)Nc1nc(-c2cccc([N+](=O)[O-])c2)cs1,0.1,-0.9,-4,-3
Fc1ccccc1CSc1nc2ccccc2o1,0.0,0.2,1,-21
CCCCNC(=O)CSc1ncnc2nc[nH]c12,-0.1,1.0,8,15
COCCN(Cc1cc2cccc(C)c2[nH]c1=O)C(=O)COc1ccccc1,0.3,-0.5,16,7
CC(C)(C)c1ccc2c(c1)N(CC(=O)N1CCC3(CC1)OCCO3)C(=O)CO2,0.0,-1.3,-1,-7
C#CC(C)(C)NC(=O)c1cccnc1,-0.1,0.8,11,8
SMILES,FBW7 act,GPR151 activ,MITF inh,TEAD-YAP inh
CCOC(=O)c1ccc2nc(NC(=O)CSc3nc(C)cc(=O)[nH]3)sc2c1,0.0,-0.5,-5,-14
CCN(CC)C(=O)CSc1ncnc2sccc12,0.1,-1.2,3,-9
O=C(O)CCCNC(=O)c1ccc(Cl)c(Cl)c1,0.0,0.5,-3,-9
Cc1ccccc1-n1nc2c(c1NC(=O)C1CC1)CSC2,0.2,1.8,-4,-4
CC1CCCC(C)N1C(=O)c1nn2c(c1Cl)NC(c1ccco1)CC2C(F)(F)F (stereo not drawn),0.0,-0.4,-15,14
COc1cccc(NC(=O)C(=O)NC2CC2)c1,-0.2,-5.0,1,-63
CC(C)CNc1nc2c(c(=O)n(C)c(=O)n2C)n1Cc1c(F)cccc1Cl,-0.1,-0.8,-1,-2
CCn1c(SCC(=O)Nc2ccc(C)c(Cl)c2)nnc1C1CC1,-0.1,-0.6,2,11
CC1(C)CC(=O)C2=C(C1)OC(N)=C(C#N)C2c1cccc([N+](=O)[O-])c1 (stereo not drawn),0.0,0.2,2,-14
CCOC(=O)c1c(NC(=O)C(C)Sc2nnc(CNC(=O)c3ccco3)n2Cc2ccccc2)sc2c1CCCC2 (stereo not drawn),0.3,-0.6,0,8
O=C(Nc1ccc(F)cc1F)c1cc(-c2ccccc2)nc2ccccc12,-0.2,-0.4,-15,9
COc1ccc(N2CCN(CCNS(=O)(=O)c3cc(Br)cc4c3N(C(C)=O)CC4)CC2)cc1,0.0,-0.3,-7,8
CCC(=O)Nc1ccc(C(=O)OCc2ccc([N+](=O)[O-])cc2Cl)cc1,-0.2,1.1,7,10
Cn1c2ccccc2n2c(=O)n(CC(=O)Nc3ccc4c(c3)OCO4)nc12,0.0,-0.7,4,14
COc1ccc(OC)c(Nc2nc(-c3ccccc3F)nc3ccccc23)c1,0.2,-0.3,-14,15
COc1ccc(NC(C)C(=O)N/N=C(\C)c2ccc(OC)cc2)cc1 (stereo not drawn),0.0,1.2,16,6
COc1ccc(NC(=S)N/C(=N\S(=O)(=O)c2ccccc2)c2ccccc2)cc1,0.1&-0.1,-1.8&-1.9,11&6,-46&-49
COc1ccc2oc(=O)c(C(=O)N3CCN(C/C=C/c4ccccc4)CC3)cc2c1,0.1,-1.5,-19,5
Cc1cc(C(=O)CN(CCC(C)C)S(=O)(=O)c2ccc3c(c2)OCCO3)c(C)n1C,-0.4,-0.6,-1,-6
COc1cc(C2C(C#N)=C(N)N(c3cccc(C(F)(F)F)c3)C3=C2C(=O)CC(C)(C)C3)cc(OC)c1OC (stereo not drawn),0.3,-0.2,10,0
Cc1c(Cl)cccc1N1C(=O)C2C3C=CC(C3)C2C1=O (stereo not drawn),0.5,-0.5,0,8
Cn1cnnc1SCC(=O)N1c2ccccc2C(C)(c2ccccc2)CC1(C)C (stereo not drawn),0.2,0.1,-5,5
CCc1cc2c(N3CCC(C(=O)O)CC3)ncnc2s1,0.0,-0.1,-7,-4
CC(=O)c1cccc(NC(=O)c2ccc(N3CCCCC3c3cccnc3)c([N+](=O)[O-])c2)c1 (stereo not drawn),0.1,1.6,14,-21
O=[N+]([O-])c1ccc2nc(N3CCCCC3)nc(-c3ccccc3)c2c1,-0.1,-1.3,-9,0

# 13 entries out of the list, ordered by count of non-hydrogen atoms, high to low:
SMILES,FBW7 act,GPR151 activ,MITF inh,TEAD-YAP inh
CCOC(=O)c1c(NC(=O)C(C)Sc2nnc(CNC(=O)c3ccco3)n2Cc2ccccc2)sc2c1CCCC2 (stereo not drawn),0.3,-0.6,0,8
COc1cc(C2C(C#N)=C(N)N(c3cccc(C(F)(F)F)c3)C3=C2C(=O)CC(C)(C)C3)cc(OC)c1OC (stereo not drawn),0.3,-0.2,10,0
COc1ccc(N2CCN(CCNS(=O)(=O)c3cc(Br)cc4c3N(C(C)=O)CC4)CC2)cc1,0.0,-0.3,-7,8
Cc1cc(C(=O)CN(CCC(C)C)S(=O)(=O)c2ccc3c(c2)OCCO3)c(C)n1C,-0.4,-0.6,-1,-6
COc1ccc(NC(=S)N/C(=N\S(=O)(=O)c2ccccc2)c2ccccc2)cc1,0.1&-0.1,-1.8&-1.9,11&6,-46&-49
COc1ccc(OC)c(Nc2nc(-c3ccccc3F)nc3ccccc23)c1,0.2,-0.3,-14,15
O=C(Nc1ccc(F)cc1F)c1cc(-c2ccccc2)nc2ccccc12,-0.2,-0.4,-15,9
CC1(C)CC(=O)C2=C(C1)OC(N)=C(C#N)C2c1cccc([N+](=O)[O-])c1 (stereo not drawn),0.0,0.2,2,-14
CCn1c(SCC(=O)Nc2ccc(C)c(Cl)c2)nnc1C1CC1,-0.1,-0.6,2,11
Cc1ccccc1-n1nc2c(c1NC(=O)C1CC1)CSC2,0.2,1.8,-4,-4
Cc1c(Cl)cccc1N1C(=O)C2C3C=CC(C3)C2C1=O (stereo not drawn),0.5,-0.5,0,8
CCN(CC)C(=O)CSc1ncnc2sccc12,0.1,-1.2,3,-9
COc1cccc(NC(=O)C(=O)NC2CC2)c1,-0.2,-5.0,1,-63

# (continued)
SMILES,FBW7 act,GPR151 activ,MITF inh,TEAD-YAP inh
CCCSc1nc2c(c(=O)n1CCc1ccccc1)SC(C)C2 (stereo not drawn),0.0,0.9,-5,4
CCOC(=O)CNC(=O)N1CCOc2ccc(C)cc21,-0.1,0.0,-2,-10
COc1ccc(C2=NN(C(C)=O)C(c3ccccc3OCc3ccccc3)O2)cc1 (stereo not drawn),-0.2,2.8,7,0
CCCNC(=O)Cc1nc2ccccc2[nH]1,-0.1,1.0,-1,4
O=C(c1ccccc1)c1cc(Br)ccc1Cl,0.1,-1.1,1,2
COc1ccc(C2c3cccn3CCN2C(=S)Nc2cccc(Br)c2)cc1OC (stereo not drawn),-0.2,2.4,11,-9
NN1C(=O)/C(=C/c2ccc(Cl)cc2)N=C1c1ccccc1,0.1,2.3,4,-8
CCCCSC1=C(C#N)C(=O)NCS1,0.0,-1.6,-4,-3
CCN1CCN(Cc2nc3c(c(=O)n(C)c(=O)n3C)n2Cc2cccc(Cl)c2)CC1,-0.3,1.1,-3,-1
COCCn1c(N(C)Cc2ccccc2)nc2c1c(=O)n(C)c(=O)n2C,-0.2,0.2,-4,2
CC1CCCCC1NC(=O)c1cc2ccccc2o1 (stereo not drawn),-0.1,0.5,-8,-15
C=CCn1c(SCc2c(C)noc2C)nc2scc(-c3ccc(F)cc3)c2c1=O,0.1,-0.7,14,-7
Cc1nc2c(cc1C(=O)/C=C/c1ccco1)CCCC2,0.0,0.0,9,0
CCOC(=O)c1ccc(NC(=O)COc2ccccc2CNCCO)cc1,0.1,4.1,9,18
CC(=O)Nc1cccc(NC(=O)c2oc(=O)c3ccccc3c2-c2ccc(C)cc2)c1,-0.1,0.5,13,-2
CCOC(=O)c1c(N)c(C#N)c2n1CCCCC2,-0.2,-0.4,-20,-5
COc1ccc(C2CC(=O)C3=C(C2)NC(=O)CC3c2cc(OC)c(O)c([N+](=O)[O-])c2)cc1 (stereo not drawn),0.5,-0.8,25,-7
O=C1CN(C(=O)c2ccc(Sc3ccc(F)cc3)c([N+](=O)[O-])c2)c2ccccc2N1,0.0,0.1,-2,-2
CC(C)(C)NC(=O)c1cccc2c1C(=O)N(C1CCCCC1)C2,0.1,-0.9,11,8
Cc1ccc(S(=O)(=O)C2(C(=O)Nc3ccccc3C)CC2)cc1,0.0,-1.8,1,-1
Cc1nnc(SCC(=O)N[C@H](Cn2nc(-c3cccs3)ccc2=O)C(C)C)o1,0.1,-0.6,-5,-2
CCOC(=O)c1nn(CCO)c2c1CN(Cc1ccc3nsnc3c1)CC2,-0.1,1.6,-5,-7
O=C(CCN1CCC(c2ccccc2)C1)c1ccccc1 (stereo not drawn),0.6,1.6,7,-4
CNC(=O)CC12CC3CC(CC(C3)C1)C2,-0.2,1.2,1,-13

# From PubChem
